HTRA1 inh: inhibitors of human serine peptidase HTRA1. actives 0.5% (n = 340,000). recombinant HTRA1, FP-rhodamine activity-based probe, fluorescence polarization. Q92743. inhibition, % at 5.96 µM. AID 504803; in the data active = inhibition above about 36%;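 note: 0% = enzyme with DMSO and 100% = wells lacking enzyme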
rCAG RNA binder: binds r(CAG) RNA repeats; r(CAG) RNA repeat, TO-PRO-1 dye displacement fluorescence; inhibition, % at 3 µM; actives 1.3% (n = 370,000);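 active = inhibition above the plate cutoff, the mean of all test compounds on that plate plus 3 SD, cut at about 35% in these data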;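 note: 0% = DMSO alone and 100% = 100 µM mitoxantrone as full dye displacement; higher means more dye released from RNA so lower well fluorescence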
PG9 Ab binder: binds the HIV-1 gp120 antibody PG9. TR-FRET gp120-PG9 antibody binding. inhibition, % at 6.7 µM. actives 0.43% (n = 360,000). AID 624416; in the data active = inhibition above about 8.5%
mABHD4 FP: inhibits mouse alpha/beta hydrolase domain 4; actives 0.54% (n = 370,000); purified mABHD4, FP-Rh probe fluorescence polarization; AID 720543; inhibition, % at 8.92 µM;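 active = inhibition exceeding the mean over every tested compound plus 3 SD, cut at about 30% in these data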;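 note: 0% = plate median of compound wells and 100% = S159A mutant with DMSO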
Target sequence (Q8VD66 whole entry, looked up, the tested form may be a part): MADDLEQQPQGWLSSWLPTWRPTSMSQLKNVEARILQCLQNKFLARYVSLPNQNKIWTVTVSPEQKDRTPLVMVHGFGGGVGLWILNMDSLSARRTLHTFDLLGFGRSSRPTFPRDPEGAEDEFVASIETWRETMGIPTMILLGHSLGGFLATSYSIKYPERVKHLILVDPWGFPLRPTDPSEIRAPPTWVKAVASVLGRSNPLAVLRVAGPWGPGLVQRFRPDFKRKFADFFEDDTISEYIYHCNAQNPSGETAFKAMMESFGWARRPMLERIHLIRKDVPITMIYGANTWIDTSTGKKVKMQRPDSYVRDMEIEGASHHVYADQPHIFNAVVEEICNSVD
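Assay system: wild-type mouse ABHD4 protein; compound: single nominal dose of 8.92 µM, 0.89% DMSO final; schedule: 45 min + 60 min at 25 °C; measured by: FP readout, ex 525 nm / em 598 nm; evaluation: % inhibition of FP-Rh probe binding versus controls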
GC-B act: GC-B (human) receptor activation. P20594. HEK293-GC-B cells, CNP EC30, cGMP TR-FRET; 0% at EC30 CNP, 100% saturating CNP. activation, % at 10 µM. actives 0.11% (n = 370,000);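 active = activation at 10 µM reaching about 35% in either raw or pattern-adjusted values, limit read from the data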
NPR1 activator: GC-A (human) enzyme activation. P16066. HEK293 GC-A cells, cGMP TR-FRET, EC30 ANP; 0% at EC30 ANP, 100% saturating ANP. activation, % at 10 µM. actives 0.14% (n = 370,000). AID 1671463; in the data active = activation above about 40%
SMARCA2 activ: activators of SMARCA2 function. MG213 cells, MMTV-luciferase reporter, dexamethasone, overnight. activation, % at 9.1 µM. actives 1% (n = 370,000). AID 652017; in the data active = activation above about 7.8%;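 note: 0% = vehicle wells and 100% = reference activator wells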
Rev-erbA mod: modulators of human Rev-erb alpha DNA binding | activity, % at 10 µM | Rev-erbα–FITC-DNA binding, fluorescence polarization, 90 min | actives 0.79% (n = 370,000) | P20393 | AID 1259318;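 active = activity above about 14%, limit read from the data; passing the limit was not always enough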;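 note: 0% = DMSO wells with 35 nM protein and 100% = DMSO wells with 750 nM protein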
Target sequence (P20393 whole entry, looked up): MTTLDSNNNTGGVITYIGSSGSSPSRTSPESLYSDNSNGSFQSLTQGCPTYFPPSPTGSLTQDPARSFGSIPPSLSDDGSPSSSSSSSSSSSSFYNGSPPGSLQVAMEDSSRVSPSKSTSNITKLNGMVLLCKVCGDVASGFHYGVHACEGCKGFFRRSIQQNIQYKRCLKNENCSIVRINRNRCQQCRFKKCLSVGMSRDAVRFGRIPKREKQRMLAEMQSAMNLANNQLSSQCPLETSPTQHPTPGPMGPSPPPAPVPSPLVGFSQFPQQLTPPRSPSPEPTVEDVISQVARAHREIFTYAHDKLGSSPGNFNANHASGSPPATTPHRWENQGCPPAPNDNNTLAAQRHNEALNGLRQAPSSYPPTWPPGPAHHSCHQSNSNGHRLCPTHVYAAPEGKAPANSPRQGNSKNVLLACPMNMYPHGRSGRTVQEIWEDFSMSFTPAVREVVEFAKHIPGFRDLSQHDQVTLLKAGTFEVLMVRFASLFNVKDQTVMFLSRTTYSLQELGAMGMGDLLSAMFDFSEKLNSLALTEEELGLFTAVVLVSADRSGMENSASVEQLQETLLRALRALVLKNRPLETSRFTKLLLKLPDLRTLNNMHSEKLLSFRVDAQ
ASAP1 inh: inhibitors of human ASAP1 ArfGAP activity; Q9ULH1; inhibition, % at 16.5 µM; ASAP1-stimulated ARF1 GTP hydrolysis, GDP FP detection; actives 0.19% (n = 360,000); in the data active = inhibition above about 25%;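 note: 0% = vehicle with enzyme and substrate and 100% = no enzyme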
ARFGAP1 inhibitor: inhibits rat ARF GTPase activating protein 1; Q62848; Arfgap1-stimulated ARF1 GTP hydrolysis, GDP FP detection; inhibition, % at 16.5 µM; actives 0.26% (n = 360,000); AID 651572;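 active = inhibition above a per-plate limit, mean inhibition of low control wells plus 3 SD, cut at about 25% in these data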;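 note: 0% = DMSO wells with enzyme and 100% = wells lacking Arfgap1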
Target sequence (Q62848 1-136 limits assumed): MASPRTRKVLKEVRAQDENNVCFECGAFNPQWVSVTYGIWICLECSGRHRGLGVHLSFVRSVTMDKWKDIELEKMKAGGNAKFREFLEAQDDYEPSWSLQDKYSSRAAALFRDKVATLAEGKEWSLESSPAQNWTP
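Assay system: purified rat His6-Arfgap1 residues 1-136 (GAP domain); Reagent: human Δ17 ARF1 bound to GTP; Dosing: 16.5 µM single point, 1.26% DMSO; Times: GTP hydrolysis reaction 2 h at 25 °C; Signal: FP, GDP Alexa 633 tracer displaced from anti-GDP antibody, 620/688 nm; Measure: % inhibition from polarization.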
An asterisk follows results filed as active; · = no result given. Hits appear at their usual frequency; 4.4% or so of the library scored in one or more.

SMILES | HTRA1 inh | rCAG RNA binder | PG9 Ab binder | mABHD4 FP | GC-B act | NPR1 activator | SMARCA2 activ | Rev-erbA mod | ASAP1 inh | ARFGAP1 inhibitor
Cc1c(C(=O)O)nn(-c2cccc(C(F)(F)F)c2)c(=O)c1C#N | 5 | 2 | -0.2 | -16 | 8 | 3 | -4 | 2 | 4 | -1
COc1cc(C23CCCN(CCC(C(C)(C)C)C2)C32OCCO2)cc(OC)c1OC (centres undefined) | · | -1 | 0.0 | -3 | -1 | 1 | -4 | 2 | -3 | 4
O=C(CCc1nnc(Cc2cccc(C(F)(F)F)c2)o1)NC1CC1 | 4 | -2 | -0.7 | 3 | -1 | 0 | -1 | -2 | 14 | -11
Cc1cc(C(=O)Nc2ccccc2N2CCOCC2)ccc1[N+](=O)[O-] | -4 | 2 | -0.1 | -2 | 3 | -8 | 4 | 0 | 7 | 0
CCN(CC)S(=O)(=O)c1ccc(N(C)C)c(NC(=O)C2CCCC2)c1 | 2 | -2 | -1.8 | -8 | 4 | 1 | -6 | -3 | 4 | -5
COc1ccc(C(=O)Nc2nnc(C3=COCCO3)o2)cc1 | 11 | -2 | -0.2 | 9 | -7 | 1 | -2 | 4 | 0 | -6
CCC(C(=O)NCc1ccc(F)cc1)N(Cc1cccs1)C(=O)c1snc(C(N)=O)c1N (centres undefined) | -15 | -4 | -1.7 | -5 | -16 | -19 | 0 | 0 | 2 | 4
O=C(Nc1cc(S(=O)(=O)N2CCOCC2)ccc1N1CCOCC1)c1cn2ccccc2n1 | -2 | 0 | 1.9 | -9 | 6 | -3 | -3 | -1 | 5 | 3
COc1ccc(-c2cc(=O)[nH]c3ccccc23)cc1 | 0 | 1 | 1.5 | 3 | -3 | -3 | -1 | -2 | -5 | -10
CS(=O)(=O)c1ccc(C(=O)Nc2ccc(-c3nc4ccccc4[nH]3)cc2)cc1 | -6 | 9 | 0.6 | -7 | 1 | 5 | -2 | 2 | -1 | 9
NC(=S)N=Nc1c(O)[nH]c2cc(F)c(F)cc12 | -3 | 0 | -7.1 | 7 | 20 | 16 | -2 | -2 | -12 | 2
O=C(/C=C/c1ccc2c(c1)OCO2)Nc1nncs1 | · | -1 | -0.9 | -1 | 2 | 0 | 6 | 7 | -3 | -18
Cc1ccc(C2=NN(C(=O)CCC(=O)O)C(c3ccc4c(c3)OCO4)C2)cc1 (centres undefined) | 7 | 4 | -1.6 | 7 | 2 | -4 | -1 | -8 | 5 | -6
COc1cc(NC(=O)Cn2nnc(-c3ccncc3)n2)cc(OC)c1 | -20 | 7 | 3.2 | -4 | -20 | -31 | -1 | -13 | -11 | 5
O=C1NC[C@H](CCCCN2C[C@H](Cc3ccc(O)cc3)N(CCC3CCCCC3)C(=O)C2=O)N(CCc2ccccc2)C1=O | · | 4 | 0.0 | 4 | -2 | 3 | -5 | -5 | -11 | -9
O=C(Nc1ccccc1C(F)(F)F)c1cc(S(=O)(=O)N2CCC3(CC2)OCCO3)ccc1F | -9 | -1 | -0.5 | 1 | 4 | -2 | -1 | -2 | -11 | 2
O=C1CCCN2N=C(SCC(=O)Nc3ccc(OC(F)(F)F)cc3)SC2=N1 | -2 | 3 | -0.4 | -2 | -4 | 3 | -4 | -1 | 1 | -7
O/N=C1/CCCSc2ccccc21 | -2 | -3 | -0.8 | -7 | 5 | 0 | -4 | -3 | 7 | -7
Cc1cc(C(F)(F)F)nc(SCc2ccc(C(=O)O)o2)n1 | 2 | 6 | -0.8 | -2 | 2 | -3 | -1 | -8 | -1 | 11
CCOC(=O)N1CCN(C(=O)C(=O)c2cn(CC(=O)N3CCCCCC3)c3ccccc23)CC1 | -2 | -12 | -2.3 | 3 | -3 | -1 | -2 | 1 | 12 | 17
CSc1nc2ccc(S(=O)(=O)N3CCOCC3)cc2s1 | -3 | -4 | 1.0 | 1 | -3 | -5 | -1 | 5 | -5 | -4
CCN(CC(=O)NCc1ccccn1)S(=O)(=O)c1ccc(OC)cc1 | -2 | 1 | -2.6 | -4 | -2 | -2 | 5 | -2 | -2 | 1
COC[C@H]1CCCN1c1ccc2c(c1)O[C@H]1CCN(C1)S2(=O)=O | · | 1 | · | -4 | 5 | 3 | -1 | -1 | · | ·
COc1ccc(-c2ccccc2)cc1NC(=O)c1cccs1 | -50 | 2 | 0.7 | -24 | -9 | -7 | -2 | 0 | 10 | 6
COC(=O)c1ccccc1NC(=S)N(Cc1ccc2c(c1)OCO2)Cc1cc2cc(OC)ccc2[nH]c1=O | -64 | 14 | -3.0 | -40 | -12 | -7 | -4 | 19 | 4 | -5
Cc1ccc2c(c1)C1CN(C)CCC1N2S(=O)(=O)c1cccc(F)c1 (centres undefined) | -4 | 2 | -0.1 | -3 | -5 | -5 | -1 | -1 | 10 | 5
C/C(CC(=O)Nc1ccc2c(c1)OCCO2)=N\NC(=O)COc1ccc(C)cc1Br | -2 | 3 | -1.9 | -7 | -4 | -3 | -1 | -3 | -12 | 1
CN(CCc1ccccn1)C(=O)CC1C(=O)NCCN1Cc1cccc(F)c1 (centres undefined) | 0 | -2 | -1.9 | 6 | 0 | 4 | 4 | 1 | 8 | 4
CCOC(=O)c1c(-c2ccccc2)oc2cc(CN(C)C)c(O)c(CN(C)C)c12 | 44* | -28 | -0.6 | 14 | -12 | -4 | -1 | 10 | -5 | -5
C=CC(=O)N(CCC)C(c1ccccc1)c1ccccc1OC (centres undefined) | -5 | -2 | -0.2 | -4 | -14 | -8 | -2 | 0 | 1 | 5
Cc1cc(Cl)ccc1C(=O)C1CCCN(C(=O)c2ccoc2)C1 (centres undefined) | 0 | -7 | -0.1 | 4 | 0 | 0 | -4 | -3 | -10 | 3
c1ccc(-c2nnc(-c3ccco3)o2)cc1 | 7 | -2 | -0.5 | 6 | -3 | 1 | 8.4* | -3 | 1 | 2
Cc1ccc(C(C)C)c(OCCCN2C(=O)NC(C)(C)C2=O)c1 | -3 | -6 | 0.5 | -1 | 0 | 4 | -4 | 5 | 8 | -5
COCCNc1ccnc2c(Cl)cccc12 | 7 | 3 | -1.0 | 7 | -2 | 8 | -2 | -2 | 5 | 5
COc1ccc(C2(CNC(=O)C(=O)Nc3ccc(C)cc3)CCOCC2)cc1 | -3 | 0 | -2.3 | -8 | -7 | 4 | 1 | -4 | 4 | 6
CCOc1ccc(-c2ccc(C=O)o2)c([N+](=O)[O-])c1 | -12 | 6 | 0.1 | 19 | -4 | 3 | -3 | 7 | -17 | -10
CC(C)CNC(=O)c1ccccc1Oc1ccccc1 | 4 | -3 | -2.9 | 1 | 3 | 2 | -1 | -5 | -6 | -12
COc1ccccc1N1CCN(Cc2cc3c(cc2[N+](=O)[O-])OCO3)CC1 | 5 | 2 | -0.5 | 4 | 4 | 1 | 2 | 4 | -5 | 2
O=S(=O)(Nc1c(F)cccc1F)c1ccc2c(c1)OCCO2 | -1 | 4 | 2.7 | -1 | 0 | 6 | -3 | -6 | 0 | 6
O=C(COC(=O)c1ccc([N+](=O)[O-])o1)Nc1ccc2c(c1)OCO2 | 3 | 6 | 0.2 | -1 | -4 | -4 | 3 | 2 | -13 | -16

Arranged by number of heavy atoms (ascending): some entries from above.
SMILES | HTRA1 inh | rCAG RNA binder | PG9 Ab binder | mABHD4 FP | GC-B act | NPR1 activator | SMARCA2 activ | Rev-erbA mod | ASAP1 inh | ARFGAP1 inhibitor
CCOc1ccc(-c2ccc(C=O)o2)c([N+](=O)[O-])c1 | -12 | 6 | 0.1 | 19 | -4 | 3 | -3 | 7 | -17 | -10
CC(C)CNC(=O)c1ccccc1Oc1ccccc1 | 4 | -3 | -2.9 | 1 | 3 | 2 | -1 | -5 | -6 | -12
O=S(=O)(Nc1c(F)cccc1F)c1ccc2c(c1)OCCO2 | -1 | 4 | 2.7 | -1 | 0 | 6 | -3 | -6 | 0 | 6

Remaining list, next part
SMILES | HTRA1 inh | rCAG RNA binder | PG9 Ab binder | mABHD4 FP | GC-B act | NPR1 activator | SMARCA2 activ | Rev-erbA mod | ASAP1 inh | ARFGAP1 inhibitor
O=C(CCSc1nnc(-c2ccco2)o1)Nc1ccc(Cl)cc1 | -2 | -3 | -0.5 | -3 | 0 | -6 | -1 | 3 | 4 | 8
CCOc1ccc(-c2nnn(CC(=O)NCc3cccs3)n2)cc1 | 2 | -2 | 0.7 | 1 | -6 | -3 | 0 | 2 | -4 | 11
C[C@H](O)[C@@H]1CN2CCc3c([nH]c4c(-c5ccccc5)cccc34)[C@@H]2C[C@@H]1N(C)C(=O)NC1CCCCC1 | · | 5 | -2.4 | -2 | 4 | -5 | 2 | -4 | -3 | -6
Cc1ccc([N+](=O)[O-])cc1S(=O)(=O)NCc1cccnc1 | -1 | -1 | -2.3 | 7 | -1 | -2 | 0 | -2 | 3 | 8
CC(C)N(C1=CC(=O)OC12CCCCC2)C(C)C | 4 | 1 | -1.8 | 4 | 3 | -2 | -1 | 4 | 5 | 2
O=C(O)c1ccc2c(c1)S(=O)(=O)c1cc(N3CCN(c4cnccn4)CC3)ccc1C2=O | -3 | 35* | -4.4 | 9 | 0 | 2 | 1 | 0 | -9 | -4
Cc1ccc(S(=O)(=O)CCC(=O)OCC(=O)N(C)CC(=O)Nc2ccc(F)cc2)cc1 | 0 | -5 | 0.6 | -1 | -5 | 2 | 0 | 1 | 11 | 11
Cc1ccc(C(C)C)c(OCC(=O)Nn2c(C)nc3ccccc3c2=O)c1 | -9 | 4 | -1.9 | -5 | 5 | -1 | 0 | 0 | -5 | 5
CNc1ncnc(Sc2nc(N)nc3nc[nH]c23)c1[N+](=O)[O-] | -1 | 0 | 0.0 | 1 | -3 | -1 | -2 | 0 | -6 | -6
Cc1ccc(NC(=O)c2cc(NC(=O)c3ccco3)ccc2N2CCOCC2)cc1 | -19 | -2 | 0.6 | 5 | 8 | 1 | 2 | -8 | 16 | -3
COc1cc(C(c2sc3ncnn3c2O)N2CCN(c3ccccc3F)CC2)cc(OC)c1OC (centres undefined) | -4 | 2 | 0.2 | -3 | -3 | 1 | -1 | 1 | -2 | -5
CC(C)NC(=O)N(C)C[C@H]1Oc2ccc(NS(=O)(=O)c3ccccc3)cc2C(=O)N([C@H](C)CO)C[C@H]1C | 5 | -7 | -2.5 | 5 | 0 | 3 | 1 | 3 | 3 | 3
CCN1CCCC1CNC(=O)c1cc(OC)c(OC)c(OC)c1 (centres undefined) | -1 | -4 | 1.3 | 2 | 9 | -1 | -1 | 0 | -6 | -4
Cc1cccc(CSCCNC(=S)Nc2ccccc2)c1 | -17 | 3 | -0.2 | -8 | -1 | -1 | 0 | -4 | 16 | 0
COc1cc(SC)ccc1C(=O)NCC1CCCO1 (centres undefined) | -1 | -5 | -0.2 | -5 | 0 | 5 | -2 | 4 | -4 | 9
CC(=O)Nc1ccc(NC(=O)CSc2nnc(-c3n[nH]c4c3CCC4)n2N)cc1 | · | -2 | · | -1 | -1 | 3 | -3 | -1 | · | ·
COc1ccc(Cc2nn3c(Cn4nnc5ccccc54)nnc3s2)cc1 | 1 | 5 | 0.3 | 2 | -1 | -4 | -3 | 2 | -15 | -4
O=C(O)C1C2CC3OC(=O)C1C3C2 (centres undefined) | 4 | 0 | -1.5 | 2 | 1 | 3 | 2 | -3 | -11 | 14
COc1ccccc1NC(=O)CNC(=O)Cn1c(C)cc2ccccc2c1=O | -1 | 0 | 0.7 | -2 | 0 | 0 | -1 | -8 | 8 | 2
COCCNC(=O)C1(C)CCCN(C(=O)c2ccc3snnc3c2)C1 (centres undefined) | · | 0 | -1.3 | 5 | 1 | 2 | -7 | -1 | -2 | -3
